XiGFP reactiv: reactivates the inactive X chromosome in mouse fibroblasts | AID 743238 | activation, % at 7.58 µM | XiGFP mouse fibroblasts, % GFP-positive cells imaging, 3 d; cells co-treated with 5-aza-dC sensitizer; scaled so ellipticine positive control = 100% | 0.055% of 360,000 active;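 active = mean normalized replicate activation at least 10% and every replicate at or above 10%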;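 note: 0% = median of on-plate neutral control wells and 100% = ellipticine 6 µM median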
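System: SV40-immortalized XiGFP fibroblast cells, line 68-5-11 / Incubation: 3-day compound exposure, then 15 min fixation at room temperature / Compound: single concentration per compound, delivered by pin transfer / Buffer or medium: DMEM plus 5-aza-dC sensitizer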
RAD54 branch: inhibitors of human RAD54 branch migration; Q92698; RAD54 Holliday junction branch migration, FAM/BHQ fluorescence; inhibition, % at 10.4 µM; 0.14% of 360,000 active; AID 602329;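 active = mean normalized replicate activity at least 40 and at least half of replicates scoring 40 or more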;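 note: 0% = median of neutral control wells and 100% = median of positive control wells; inhibitors cause a drop in the FAM fluorescence signal; in these data hits start at about 50%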
Target sequence (Q92698 whole entry, looked up): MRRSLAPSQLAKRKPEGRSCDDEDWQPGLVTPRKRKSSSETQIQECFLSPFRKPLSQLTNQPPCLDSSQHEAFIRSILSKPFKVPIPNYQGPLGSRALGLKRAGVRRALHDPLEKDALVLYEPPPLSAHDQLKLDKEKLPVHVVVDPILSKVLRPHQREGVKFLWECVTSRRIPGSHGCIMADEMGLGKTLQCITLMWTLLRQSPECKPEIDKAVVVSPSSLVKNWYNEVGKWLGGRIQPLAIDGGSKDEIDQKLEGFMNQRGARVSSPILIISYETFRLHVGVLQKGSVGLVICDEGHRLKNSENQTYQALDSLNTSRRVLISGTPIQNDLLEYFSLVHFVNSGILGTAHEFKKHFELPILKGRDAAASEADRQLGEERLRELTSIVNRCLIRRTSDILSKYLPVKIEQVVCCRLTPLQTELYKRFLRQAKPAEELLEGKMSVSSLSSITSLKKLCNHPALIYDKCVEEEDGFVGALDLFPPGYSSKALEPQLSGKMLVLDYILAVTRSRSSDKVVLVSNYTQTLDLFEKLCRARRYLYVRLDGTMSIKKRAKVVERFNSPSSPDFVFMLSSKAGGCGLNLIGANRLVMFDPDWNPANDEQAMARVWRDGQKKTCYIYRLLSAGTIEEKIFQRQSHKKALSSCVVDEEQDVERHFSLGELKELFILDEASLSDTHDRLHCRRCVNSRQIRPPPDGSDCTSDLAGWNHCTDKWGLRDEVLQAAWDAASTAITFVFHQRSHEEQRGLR
ARNT-TACC3 inh: ARNT/TACC3 interaction disruption; Q9Y6A5; 0.66% of 390,000 active; AID 623870; AlphaScreen His-ARNT PAS-B/GST-TACC3 binding, luminescence; TACC3 fragment carries E629A point mutation; inhibition, % at 9.99 µM;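 active = mean inhibition of replicates at least 50% and at least half of replicates each reaching 50%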;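 note: 0% = complete ARNT plus TACC3 wells and 100% = ARNT alone without TACC3; many hits fall short of the cut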
esBAF inh: SWI/SNF esBAF complex inhibition. mouse ES cells, Bmi1-luciferase knock-in reporter, 24 h; 100% = twice the neutral-well signal. reporter increase, % at 12.5 µM. 2% of 350,000 active. AID 602393; in the data active = activation above about 40%;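 note: 0% = median of the plate's neutral control wells and 100% = double that signal; a rise in the Bmi1 reporter signal indicates esBAF inhibition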
RAD52 anneal inh: inhibitors of human RAD52 DNA annealing | inhibition, % at 18.7 µM | 0.46% of 360,000 active | P43351 | recombinant RAD52 DNA annealing, FRET fluorescence;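 active = every replicate showing at least 50% inhibition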
INS-1E GSIS act: GLuc luminescence reporter in INS-1E cells, primary screen for activators of glucose-dependent secretion of insulin. activation, % at 16.6 µM. INS-1E GLuc reporter insulin secretion, 2-3 h. AID 743287. 0.61% of 370,000 active;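 active = lowest replicate activation of at least 40%, so every replicate reaches that level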;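 note: 0% = median of neutral control wells and 100% = median of IBMX positive control wells; some compounds called inactive have numbers as strong as hits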
F508del corr: correctors of CFTR F508del function in bronchial epithelial cells; 0.36% of 350,000 active; activity (quench increase), % at 7.58 µM; CFBE cells, YFP halide quenching; stimulated with forskolin plus potentiator P3; % fluorescence drop versus neutral controls;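 active = mean added fluorescence quench of at least 8% versus neutral control, with both replicates also reaching 8%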;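 note: cells transiently co-express mutant CFTR-F508del with the halide-sensitive YFP; corrector assay measuring rescue of mutant channel to the surface after 24 h compound exposure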
ERAP1 HTS inh: blocks human ERAP1 aminopeptidase activity. 0.15% of 340,000 active. inhibition, % at 10.7 µM. Q9NZ08. recombinant ERAP1, Leu-AMC fluorescence, 60 min. AID 652197;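 active = mean replicate inhibition of at least 30%, or all replicates individually reaching that 30% level; inactive = mean below 30% and not every replicate reaching it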;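 note: 0% = neutral control wells and 100% = L-leucinethiol positive control wells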
Numbers without * were called inactive; / = not tested or not shown; & = joins results of further samples.

structure	ARNT-TACC3 inh	RAD52 anneal inh	esBAF inh	ERAP1 HTS inh	RAD54 branch	INS-1E GSIS act	F508del corr	XiGFP reactiv
COc1cccc(NC(=O)c2sc3nc(N4CCOCC4)c4c(c3c2N)CCCC4)c1	4.3	-17.5	33.5	1.8	0.7	-8.7	-1.0	0.0
COc1ccc(N(CC(=O)NCc2cccs2)S(=O)(=O)c2ccc(F)cc2)cc1	1.7	-8.8	-7.7	-0.6	-1.6	/	1.3	0.6
CN(C)S(=O)(=O)c1ccc(Cl)c(NC(=O)COC(=O)c2ccc3c(c2)NC(=O)CS3)c1	-5.1	-80.8	5.8	-0.6	-15.6	16.4	-0.6	0.6
COc1cc2c(cc1OC)CN(CC(=O)Nc1ccc(S(=O)(=O)N3CCCC3)cc1)CC2	2.2	-37.0	-1.5	1.4	-4.1	2.5	-3.8	0.1
COc1cccc2cc(C(=O)Nc3ccc(S(=O)(=O)NCC4CCCO4)cc3)c(=O)oc12 (stereo not given)	2.1	-1.2	11.7	-0.2	4.9	-24.3	0.4	0.6
COCC#Cc1cnc2c(c1)C(=O)N([C@H](C)CO)C[C@@H](C)[C@@H](CN(C)C(=O)c1ccc(F)cc1)O2	-6.9	-9.3	-0.1	1.4	1.5	23.9	0.7	0.7
C[C@H](CO)N1C[C@H](C)[C@@H](CN(C)S(=O)(=O)c2ccc3c(c2)OCCCO3)OCc2cn(nn2)CCCC1=O	-4.9	-13.4&13.6	-1.8&-1.0	1.1&-3.6	16.4&11.6	0.6	-2.5&0.9	-0.1&-0.1
CC(C)Cc1nnc(NC(=O)CCC(=O)NC2CCCC2)s1	0.1	-9.7	3.9	0.7	-3.7	-5.0	1.8	0.2

(more compounds)
structure	ARNT-TACC3 inh	RAD52 anneal inh	esBAF inh	ERAP1 HTS inh	RAD54 branch	INS-1E GSIS act	F508del corr	XiGFP reactiv
C[C@H]1CN([C@@H](C)CO)C(=O)Cc2cc(NS(=O)(=O)c3ccc(Cl)cc3)ccc2O[C@H]1CN(C)C(=O)Nc1ccc(C(F)(F)F)cc1	-2.0	5.4	7.0	0.4	-4.8	-15.9	-2.7	0.1
O=C(OCC(=O)N1CCN(C(=O)c2ccco2)CC1)c1ccccc1	0.6	-13.1	/	-4.4	/	3.0	2.0	0.1
CCCN(CC(=O)Nc1ccccc1C)CC(=O)Nc1ccc(Br)cc1F	-5.9	-7.4	-14.1	0.9	-0.4	-27.0	1.7	0.3
CC(C)c1nnc(SCC(=O)N2CCN(C(=O)c3ccco3)CC2)n1N	4.1	5.4	0.2	2.4	/	4.7	-4.1	0.0
CCCNC(=O)N1[C@@H](C#N)[C@H](c2ccc(-c3cccnc3)cc2)[C@@H]1CO	-0.2	5.3	-0.6	6.5	1.2	-9.1	-1.8	0.3
C[C@@H]1CN([C@H](C)CO)C(=O)c2cccc(NC(=O)Nc3cccc4ccccc34)c2O[C@H]1CN(C)S(=O)(=O)c1cn(C)cn1	/	12.8	2.8	2.0	4.2	-2.5	-2.8	-1.2
O=C(CCN1CCCCC1)N[C@H]1CC[C@H](CCNC(=O)c2cc(Cl)cc(Cl)c2)O[C@@H]1CO	-0.2	-19.6	7.0	-1.5	0.9	-2.3	-5.0	-0.1
O=C(Nc1ccccc1F)N1CCCCN2[C@@H](CO)[C@@H](c3ccc(C#Cc4cccnc4)cc3)[C@@H]2C1	1.8	3.4	-2.0	4.0	1.0	-17.1	0.8	0.2

A second format for part of the listing above:
COc1ccc(N(CC(=O)NCc2cccs2)S(=O)(=O)c2ccc(F)cc2)cc1
- ARNT-TACC3 inh = 1.7
- RAD52 anneal inh = -8.8
- esBAF inh = -7.7
- ERAP1 HTS inh = -0.6
- RAD54 branch = -1.6
- INS-1E GSIS act = /
- F508del corr = 1.3
- XiGFP reactiv = 0.6

O=C(CCN1CCCCC1)N[C@H]1CC[C@H](CCNC(=O)c2cc(Cl)cc(Cl)c2)O[C@@H]1CO
- ARNT-TACC3 inh = -0.2
- RAD52 anneal inh = -19.6
- esBAF inh = 7.0
- ERAP1 HTS inh = -1.5
- RAD54 branch = 0.9
- INS-1E GSIS act = -2.3
- F508del corr = -5.0
- XiGFP reactiv = -0.1

COc1cccc(NC(=O)c2sc3nc(N4CCOCC4)c4c(c3c2N)CCCC4)c1
- ARNT-TACC3 inh = 4.3
- RAD52 anneal inh = -17.5
- esBAF inh = 33.5
- ERAP1 HTS inh = 1.8
- RAD54 branch = 0.7
- INS-1E GSIS act = -8.7
- F508del corr = -1.0
- XiGFP reactiv = 0.0

Other entries:
structure	ARNT-TACC3 inh	RAD52 anneal inh	esBAF inh	ERAP1 HTS inh	RAD54 branch	INS-1E GSIS act	F508del corr	XiGFP reactiv
N#Cc1cccc(NC(=O)CCc2ccc(S(=O)(=O)N3CCOCC3)cc2)c1	-6.1	-8.5	2.7	0.4	4.7	/	0.6	0.0
COCCNc1ncnc2c1nc1n2CCCC1	-7.3	-3.3	-4.2	5.2	-15.2	27.7	-3.9	0.3
CC12CCC(=O)N1C(C(=O)N1CCN(S(=O)(=O)c3ccc(Br)cc3Cl)CC1)CS2 (stereo not given)	20.3	-6.4	-6.7	4.6	-0.2	9.4	-2.3	0.1
CC(C)CN1C(=O)C(=O)N(CC(=O)c2ccc3c(c2)OCO3)C1=O	1.0	-14.6	14.4	1.3	0.7	2.9	4.8	0.0
CCN(CC(=O)Nc1ccc(NC(C)=O)cc1)C(=O)C1CC(=O)N(c2ccc3c(c2)OCCO3)C1 (stereo not given)	/	74.7*	-4.7	-0.6	24.1	-1.2	2.4	0.0
Cc1nn(C2CCS(=O)(=O)C2)c(C)c1CN(C)C(=O)c1ccc(Cl)cc1 (stereo not given)	-4.6	-9.5	-3.0	-1.5	3.7	5.3	0.5	-0.1
Cc1ccc(OCC(=O)N(Cc2cccc(F)c2)C2CCS(=O)(=O)C2)cc1 (stereo not given)	-5.2	-10.9	1.7	-0.9	-8.3	15.8	-1.6	0.0
O=C(Nc1ccccc1Cl)c1sccc1-c1ccccc1	-8.5	3.2	-0.5	-3.1	-19.8	4.4	-0.9	/

Next section
structure	ARNT-TACC3 inh	RAD52 anneal inh	esBAF inh	ERAP1 HTS inh	RAD54 branch	INS-1E GSIS act	F508del corr	XiGFP reactiv
N#C[C@H]1[C@@H](c2ccccc2-c2ccccc2)[C@@H](CO)N1C(=O)Cc1ccncc1	/	-9.2	/	/	/	6.4	-1.2	0.0
C[C@H](CO)N1C[C@H](C)[C@H](CN(C)C(=O)c2ccc(F)cc2)Oc2ncc(C3=CCCC3)cc2C1=O	-2.4	-3.9	26.1	0.1	5.1	-1.2	-5.4	-0.8
CCC(=O)N1C[C@@H](C)[C@H](OC)CN(C)C(=O)c2cc(NC(=O)C3CC3)ccc2OC[C@@H]1C	-10.9	7.0	0.5	-0.7	-0.5	0.3	-0.5	-0.1
Cc1onc(-c2c(F)cccc2Cl)c1C(=O)Nc1cc2cc([N+](=O)[O-])ccc2oc1=O	/	-13.5	/	-4.8	/	6.9	-1.8	-0.2
Cc1noc(C)c1NC(=O)Nc1ccc2c(c1)C(=O)N([C@@H](C)CO)C[C@@H](C)[C@H](CN(C)S(=O)(=O)c1cccs1)OCCCC[C@@H](C)O2	-8.1	-25.5	1.4	0.6	0.2	-13.7	-2.2	0.1
Cc1cccc(C)c1N1C(=O)c2ccccc2NC(=O)C1C(=O)NCCc1ccccc1F (stereo not given)	/	2.0	/	/	/	4.2	0.0	0.0
CO[C@@H]1CN(C)C(=O)c2ccc(NC(=O)C3CC3)cc2OC[C@@H](C)N(C(=O)Cc2ccccn2)C[C@@H]1C	-8.6	0.5	-2.3	-1.3	-3.3	3.9	-1.2	-0.3
CCC(=O)c1ccc(OCC(=O)OCC(=O)c2cc(C)n(C)c2C)cc1	-1.0	-6.0	1.5	-3.3	7.8	-0.3	-1.4	0.2

Continuation.
structure	ARNT-TACC3 inh	RAD52 anneal inh	esBAF inh	ERAP1 HTS inh	RAD54 branch	INS-1E GSIS act	F508del corr	XiGFP reactiv
COc1ccc(NC(=O)CSc2nc3ccccc3c(=O)n2CCCC(=O)NCC2CCCO2)c(OC)c1 (stereo not given)	-1.8	-8.8	2.4	4.4	-3.8	20.9	2.0	0.0
CCOC(=O)C1CCN(C(=O)C(CCSC)NC(=O)COc2ccccc2)CC1 (stereo not given)	3.4	-11.0	0.0	0.8	-2.7	4.5	-2.0	0.0
CC(O)CNCCCOc1cccc(Oc2ccccc2)c1 (stereo not given)	-0.6	-3.2	/	-1.9	-1.6	12.4	2.9	0.0
C=CCn1c(COc2cccc(C)c2)nnc1SCn1nnc2ccccc2c1=O	/	-10.0	6.1	-3.6	2.8	-24.8	0.5	0.0
O=C(CNC(=O)c1ccccc1Br)N/N=C/c1ccc(O)cc1	5.5	-18.8	/	7.9	/	-0.2	-0.6	0.0
CCN(CC)CCN(C(=O)C1CCCCC1)c1nc2cc3c(cc2s1)OCO3	7.3	29.8	6.0	6.5	19.7	-9.9	1.3	0.2
CCOc1ccc(NC(=O)CN2C(=O)CCSc3ccc(S(=O)(=O)N4CCCC4)cc32)cc1	-8.6	-3.6	3.2	3.7	1.1	0.1	0.8	0.0
CC(C)C(=O)c1cc2c(cc1NC(=O)c1ccccc1)OCCO2	0.1	/	-6.8	/	-3.2	-18.4	/	/

The listing continues:
structure	ARNT-TACC3 inh	RAD52 anneal inh	esBAF inh	ERAP1 HTS inh	RAD54 branch	INS-1E GSIS act	F508del corr	XiGFP reactiv
COCc1ccc(C(=O)NC2CC(C)(C)Cc3c2cnn3-c2ccc(C)cc2)o1 (stereo not given)	5.5	-21.5	-2.7	2.1	-1.9	-5.4	-0.3	0.1
CCOc1c(Br)cc(/C=C2\N=C(C)OC2=O)cc1Br	-3.7	-7.3	-2.2	0.4	-1.3	16.8	1.1	0.5
NS(=O)(=O)c1ccc(NC(=O)COC(=O)/C=C/c2ccc([N+](=O)[O-])cc2)cc1	-6.5	-4.6	/	-0.3	-3.4	-2.0	5.5	0.1
CC=Cc1ccc2n(c1=O)C[C@H]1[C@H](CO)[C@@H](C(=O)NCC3CC3)[C@@H]2N1S(=O)(=O)c1cn(C)cn1 (mixture of isomers)	/	-2.8	2.6	/	0.3	-2.5	-1.9	0.2
CC(C)NC(=O)Nc1ccc2c(c1)C(=O)N([C@@H](C)CO)C[C@H](C)[C@H](CN(C)C(=O)Nc1ccccc1)O2	/	-6.3	1.6	0.8	-0.1	3.4	0.9	-1.1
O=C(NNS(=O)(=O)c1ccccc1)Nc1ccc(F)cc1	/	-7.8	-5.2	-5.7	-9.3	18.4	-3.1	0.3
C/C(=N/NC(=O)CN1CCN(Cc2ccccc2Cl)CC1)c1ccco1	1.0	-7.8	/	-2.9	-1.4	/	0.2	0.2
O=S(CC(O)c1ccccc1)c1ccccc1 (stereo not given)	/	-0.7	13.5	-0.6	10.1	/	-0.3	0.1

The listing continues:
structure	ARNT-TACC3 inh	RAD52 anneal inh	esBAF inh	ERAP1 HTS inh	RAD54 branch	INS-1E GSIS act	F508del corr	XiGFP reactiv
COc1cccc(-c2c(C(=O)N/N=C(\C)c3ccc(Cl)s3)nnn2-c2nonc2N)c1	0.2	-8.1	-8.5	2.7	-6.8	-1.5	1.1	0.1
CN1C2C(Br)CCCCN2c2ccc(F)cc2S1(=O)=O (stereo not given)	-0.7	-27.3	-4.4	-6.6	-9.9	13.2	4.1	-0.1
COc1ccc2c3c([nH]c2c1)[C@@H](CO)N(Cc1ccc(Cl)cc1)CC31CCN(Cc2nccs2)CC1	/	-42.2	/	0.5	/	-10.0	3.4	0.2
O=C(c1ccc2c(c1)OCO2)N1CC(=O)N2[C@H](C1)[C@H](c1ccc(-c3ccccc3)cc1)[C@@H]2CO	/	-3.2	/	-0.2	/	2.8	2.1	0.6
